NadD block: inhibitors of Staphylococcus aureus NadD. purified NadD enzyme, colorimetric absorbance read-out. actives 0.78% (n = 360,000). inhibition, % at 20 µM; in the data active means inhibition above about 26%; further: some compounds past the cut are filed as inactive
Scp1 inh: Scp-1 (human) phosphatase inhibition; Q9GZU7; Recombinant Scp1, phosphopeptide, malachite green phosphate absorbance; inhibition, % at 20 µM; actives 0.88% (n = 340,000);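 active means inhibition above about 50% at 20 µM, limit read from the data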;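 further: plate controls were DMSO wells with enzyme for no effect and wells lacking enzyme for full effect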
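Test system: SCP-1 phosphatase catalytic domain, residues 76-261 | Compound dosing: One concentration, 20 µM, with 1.0% DMSO | Schedule: 45 min room-temperature reaction, 5 min colour, 30 min stabiliser | Detection: Absorbance at 630 nm | Read-out basis: % inhibition of SCP-1 phosphate liberation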
MLLE-PAM2 inh: blocks PAM2 peptide binding to the PABP1 MLLE domain. P11940. GST-MLLE / FITC-PAM2 fluorescence polarization. inhibition, % at 20 µM. actives 0.36% (n = 360,000). AID 588489; in the data active means inhibition above about 35%, passing the limit was not always enough;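 further: plate controls were DMSO wells with GST-MLLE for no effect and wells lacking GST-MLLE protein for full effect; some results filed as inactive read as strong as hits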
LMPTP block: blocks human LMPTP phosphatase. inhibition, % at 20 µM. P24666. AID 651560. actives 0.22% (n = 360,000). recombinant LMPTP-A, OMFP fluorogenic substrate, fluorescence intensity;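 active means compounds that cut the enzyme signal by at least half of the control window in the single-dose screen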;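 further: plate controls were DMSO wells with enzyme plus substrate for no effect and substrate without enzyme for full effect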
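Test system: LMPTP-A, protein tyrosine phosphatase of low molecular weight; Input: 0.625 nM enzyme; Incubation: 50 min dark incubation at room temperature; Signal: endpoint fluorescence intensity from OMFP dephosphorylation; Read-out basis: % inhibition versus control wells.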
CSN deneddyl inh: blocks human CSN-mediated cullin deneddylation. AID 651999. actives 0.38% (n = 360,000). Purified CSN, SCF-Nedd8-OG deneddylation, fluorescence polarization. Q92905. inhibition, % at 12.5 µM;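 active means pattern-corrected inhibition above about 35%, with an unprinted fluorescence ratio check between 0.5 and 1.5, limit read from the data, passing the limit was not always enough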;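 further: 0% = enzyme with substrate and 100% = substrate without enzyme; some results filed as inactive read as strong as hits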
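assay system = purified human Csn5 enzyme expressed in HEK293T cells | amount = 0.24 nM enzyme | buffer or medium = Tris/NaCl/DTT buffer, pH 7.5 | reagent = 10 nM SCFSkp2-Nedd8OG | compound = one concentration, 12.5 µM, 0.25% DMSO | times = 90 min reaction at room temperature | signal = FP | read-out basis = % inhibition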
Rpn11 block: Rpn11 (human) deubiquitinase inhibition; human 26S proteasome, Ub4-pepOG fluorescence polarization; 20S core pre-blocked with epoxomicin; calls only at 20 µM; actives 0.59% (n = 360,000); O00487;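 active means inhibition at 20 µM, scaled to each plate's controls, above about 33%, limit read from the data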
SUMO1 PPI mod: alters human SUMO1 binding to SIM partners; P63165; SUMO1 binding to a labelled peptide, TR-FRET, 1 h; inhibition, % at 20 µM; actives 0.33% (n = 360,000); AID 602429; in the data active means inhibition above about 37%
DNMT1 block: inhibitors of human DNMT1; DNMT1 molecular beacon, Hinp1I cleavage, fluorescence; inhibition (reported as % activation of signal), % at 10 µM; actives 0.83% (n = 360,000); AID 588458; in the data active means inhibition above about 50%
Target sequence (P26358 504-1616 limits assumed): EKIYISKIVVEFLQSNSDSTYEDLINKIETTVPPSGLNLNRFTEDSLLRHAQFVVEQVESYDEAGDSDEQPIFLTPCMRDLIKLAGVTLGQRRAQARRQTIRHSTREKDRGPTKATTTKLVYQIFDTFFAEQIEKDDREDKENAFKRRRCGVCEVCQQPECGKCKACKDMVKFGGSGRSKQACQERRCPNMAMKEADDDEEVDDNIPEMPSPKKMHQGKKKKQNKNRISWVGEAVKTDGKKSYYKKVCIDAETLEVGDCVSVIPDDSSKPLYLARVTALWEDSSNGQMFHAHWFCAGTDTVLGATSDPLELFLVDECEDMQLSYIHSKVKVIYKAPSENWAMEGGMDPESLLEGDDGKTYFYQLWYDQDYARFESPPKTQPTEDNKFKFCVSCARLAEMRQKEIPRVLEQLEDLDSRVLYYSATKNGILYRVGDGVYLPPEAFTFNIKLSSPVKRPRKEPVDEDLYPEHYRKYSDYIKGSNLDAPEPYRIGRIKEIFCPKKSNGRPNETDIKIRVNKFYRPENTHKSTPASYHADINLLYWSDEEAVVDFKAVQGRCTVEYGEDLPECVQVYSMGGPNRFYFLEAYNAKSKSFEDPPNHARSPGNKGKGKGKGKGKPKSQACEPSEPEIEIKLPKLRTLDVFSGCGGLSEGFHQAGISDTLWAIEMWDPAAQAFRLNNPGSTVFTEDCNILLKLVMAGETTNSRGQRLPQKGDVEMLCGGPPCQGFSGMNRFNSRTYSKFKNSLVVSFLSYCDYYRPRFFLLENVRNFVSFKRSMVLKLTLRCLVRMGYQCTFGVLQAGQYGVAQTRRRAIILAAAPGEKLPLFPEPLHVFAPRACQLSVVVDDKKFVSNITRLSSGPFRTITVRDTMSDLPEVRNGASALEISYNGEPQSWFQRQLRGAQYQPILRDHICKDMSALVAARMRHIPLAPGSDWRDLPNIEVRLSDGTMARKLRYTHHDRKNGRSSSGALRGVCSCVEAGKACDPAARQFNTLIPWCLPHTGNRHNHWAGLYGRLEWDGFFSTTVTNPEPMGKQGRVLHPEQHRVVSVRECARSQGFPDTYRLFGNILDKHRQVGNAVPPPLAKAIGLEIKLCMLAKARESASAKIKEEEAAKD
TbMetRS inhib: blocks T. brucei methionyl-tRNA synthetase activity | purified T. brucei MetRS, ATP depletion, Kinase-Glo luminescence | inhibition, % at 11.9 µM | actives 0.4% (n = 360,000);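 active means inhibition above a per-plate cutoff of the control wells' mean inhibition plus 3 SD, cut at about 5.5% in these data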;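 further: 0% = DMSO wells median and 100% = median of wells with control inhibitor compound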
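technique = Kinase-Glo luminescence, ATP depletion format | system = purified MetRS (methionyl-tRNA synthetase) enzyme from Trypanosoma brucei | timing = 15 min preincubation, 2 h reaction, all 25 °C | evaluation = percent inhibition versus plate control medians | dosing = single dose, 11.9 µM final nominal, 0.9% final DMSO | also added = substrates ATP, L-methionine and bulk Escherichia coli tRNA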
STEP inh: inhibitors of human striatal-enriched phosphatase STEP; recombinant STEP, OMFP fluorogenic substrate, fluorescence; inhibition, % at 20 µM; actives 0.25% (n = 360,000); AID 588621;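 active means inhibition at 20 µM, scaled per plate between control wells, above about 37%, limit read from the data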;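 further: 0% = DMSO with enzyme and substrate and 100% = substrate only without enzyme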
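Assay system: isolated STEP enzyme. Buffer or medium: pH 6.0 Bis-Tris with DTT and Tween 20. Also added: fluorogenic phosphatase substrate OMFP at 25 µM final. Dosing: 20 µM, 1% DMSO. Timing: 20 min reaction, room temperature, in the dark. Measured by: fluorescence intensity, excitation 480 nm, emission 540 nm. Evaluation: normalized % inhibition.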
Active calls of the source: *; i = inactive; x = not tested or not shown.

SMILES | NadD block | Scp1 inh | MLLE-PAM2 inh | LMPTP block | CSN deneddyl inh | Rpn11 block | SUMO1 PPI mod | DNMT1 block | TbMetRS inhib | STEP inh
CCc1c(C)nc(SC/C=C/c2ccccc2)[nH]c1=O | -5 | -7 | -8 | 0.9 | -1 | i | 8 | 0 | -0.3 | 0
CC(=O)N1CCc2ccc(S(=O)(=O)Nc3ccccc3Cl)cc21 | 6 | 6 | -7 | -0.7 | 1 | i | 8 | 0 | -1.0 | -2
Cc1ccc(NC(=O)c2ccccc2OCc2ccc([N+](=O)[O-])cc2)nc1 | 1 | 0 | 10 | -0.7 | 0 | i | -11 | 18 | -0.5 | 1
COc1cc(OC)cc(-c2c(-c3cccs3)c3cc(-c4ccc(OC)nc4)ccc3n2C)c1 | 30 | 4 | -12 | 4.6 | 0 | i | -6 | -8 | 0.2 | 0
CC1CCc2c(C(=O)Nc3ccc(OC(F)(F)F)cc3)csc2C1 (stereo not drawn) | -1 | -7 | -11 | -0.9 | -5 | i | 0 | 0 | -0.6 | 2
COc1ccc(C(=O)C2=NN(C(C)=O)CC2c2ccco2)cc1 (stereo not drawn) | 0 | -9 | 0 | 1.6 | -5 | i | -13 | -4 | 0.1 | -4
NC(=O)/C(=N\OC(=O)c1ccco1)c1nc(-c2ccc(Br)cc2)cs1 | 30* | -4 | 20 | 3.6 | 3 | i | 6 | 3 | 0.6 | 3
Cc1ccc(C(=O)OCC(=O)Nc2ncc(Cl)cc2Cl)cc1NC(=O)c1ccco1 | 4 | 36 | 5 | 0.4 | 4 | i | 15 | 2 | -0.1 | 1
O=C1CC2(CCN(S(=O)(=O)c3ccccc3F)CC2)Oc2ccccc21 | -7 | -2 | 14 | 0.7 | 1 | i | 5 | 1 | -0.1 | 0
C=CCNC(=O)C1CCN(S(=O)(=O)c2ccc(Br)cc2)CC1 | 1 | -3 | -7 | 0.5 | -3 | i | 1 | 1 | -0.3 | -2
CCN(CC)S(=O)(=O)c1cccc(NC(=O)CNc2cccc(S(=O)(=O)N3CCCC3)c2)c1 | 4 | -4 | -11 | -0.7 | -2 | i | -6 | -7 | 0.4 | -2
CCc1nn2c(=O)c(S(=O)(=O)Nc3cccc(F)c3)c(C)nc2s1 | -1 | -8 | -3 | -1.1 | 1 | i | 10 | 0 | -0.7 | -1
CCn1c(COc2ccccc2)nc2ccccc21 | 3 | -3 | 0 | 0.3 | -1 | i | 4 | 1 | -0.1 | 7
C[C@@]12C(=O)N(Cc3ccc(-c4ccccc4)cc3)CC(=O)N1[C@H](/C=C/c1ccccc1)[C@@H]1C(=O)N(c3ccccc3)C(=O)[C@@H]12 | 0 | -3 | -5 | 0.4 | 2 | i | -4 | -7 | -0.4 | -2
COc1ccccc1N1CCN(C(c2ccccn2)c2nnnn2C2CCCCC2)CC1 (stereo not drawn) | 0 | 5 | -4 | -2.2 | -2 | i | -1 | -2 | -0.6 | 2
O=C1CCC[C@@H]2CC(N3CCCCC3)C[C@@H]3CCN1[C@H]23 (stereo partly drawn) | -1 | -1 | -16 | -2.5 | 3 | i | -2 | 5 | 0.0 | -2
COc1ccc(N2CCN(c3nc(Cl)nc(Nc4ccc(F)cc4)n3)CC2)cc1 | 14 | -3 | 5 | 4.6 | 4 | i | 4 | -5 | -0.3 | 2
Cc1ccccc1C(=O)N1CCC(C(=O)N(CC(C)C)c2c(N)n(CC(C)C)c(=O)[nH]c2=O)CC1 | -1 | 5 | -12 | -0.5 | -4 | i | 1 | 2 | -0.4 | -2
CCC(C)NC(=O)c1ccc(C(=O)c2ccccc2)cc1 (stereo not drawn) | -2 | -3 | -7 | 1.2 | 3 | i | -6 | -10 | -0.3 | 0
COC(=O)C[C@H]1C[C@@H]2c3cc(NC(=O)Nc4ccc(F)cc4)ccc3O[C@@H]2[C@@H](CO)O1 | -2 | x | -6 | -0.6 | 2 | i | 8 | -4 | 0.4 | 0
Cn1cc(Cl)c(C(=O)NC2CCCCCC2)n1 | -2 | -1 | 6 | 0.8 | 2 | i | -1 | 4 | -0.7 | -2
COc1cccc2sc3cc(C#Cc4ccccn4)ccc3c(=O)c12 | 12 | 22 | -29 | 6.0 | 1 | i | -13 | 10 | -0.5 | 2
Cc1cc(NC(=O)CCC(=O)N(Cc2ccco2)C2(C(=O)NC3CCCC3)CCC(C)CC2)no1 (stereo not drawn) | -4 | 2 | -7 | 1.6 | 0 | i | 3 | 2 | -0.1 | 1
Cc1cc(C)c2nc(SCCC#N)nc(C)c2c1 | 3 | -5 | -15 | 1.1 | 7 | i | -1 | -1 | 0.4 | -1
O=c1[nH][nH]c(-c2ccccc2O)c1C(C[N+](=O)[O-])c1ccc(Br)cc1 (stereo not drawn) | 7 | -14 | 31 | 0.7 | 5 | i | 6 | -19 | 0.4 | -1

Some of the entries above in another layout.
SMILES: CCN(CC)S(=O)(=O)c1cccc(NC(=O)CNc2cccc(S(=O)(=O)N3CCCC3)c2)c1
  NadD block: 4
  Scp1 inh: -4
  MLLE-PAM2 inh: -11
  LMPTP block: -0.7
  CSN deneddyl inh: -2
  Rpn11 block: i
  SUMO1 PPI mod: -6
  DNMT1 block: -7
  TbMetRS inhib: 0.4
  STEP inh: -2

SMILES: CCC(C)NC(=O)c1ccc(C(=O)c2ccccc2)cc1 (stereo not drawn)
  NadD block: -2
  Scp1 inh: -3
  MLLE-PAM2 inh: -7
  LMPTP block: 1.2
  CSN deneddyl inh: 3
  Rpn11 block: i
  SUMO1 PPI mod: -6
  DNMT1 block: -10
  TbMetRS inhib: -0.3
  STEP inh: 0

SMILES: Cc1ccc(NC(=O)c2ccccc2OCc2ccc([N+](=O)[O-])cc2)nc1
  NadD block: 1
  Scp1 inh: 0
  MLLE-PAM2 inh: 10
  LMPTP block: -0.7
  CSN deneddyl inh: 0
  Rpn11 block: i
  SUMO1 PPI mod: -11
  DNMT1 block: 18
  TbMetRS inhib: -0.5
  STEP inh: 1

SMILES: Cn1cc(Cl)c(C(=O)NC2CCCCCC2)n1
  NadD block: -2
  Scp1 inh: -1
  MLLE-PAM2 inh: 6
  LMPTP block: 0.8
  CSN deneddyl inh: 2
  Rpn11 block: i
  SUMO1 PPI mod: -1
  DNMT1 block: 4
  TbMetRS inhib: -0.7
  STEP inh: -2

Additional records.
SMILES | NadD block | Scp1 inh | MLLE-PAM2 inh | LMPTP block | CSN deneddyl inh | Rpn11 block | SUMO1 PPI mod | DNMT1 block | TbMetRS inhib | STEP inh
COc1ccc(-n2cnnc2SCC(=O)Nc2ccc(C(N)=O)cc2)cc1 | -4 | -6 | -7 | -0.2 | 3 | i | 0 | -1 | 0.1 | -1
C=CCNC(=S)Nc1cccc(NC(=S)NCC=C)c1 | -3 | -8 | -3 | -0.6 | -2 | i | -2 | 8 | 0.1 | 0
COc1ccc(OC)c(/C=C/C(=O)OCC(=O)NCc2ccccc2)c1 | -9 | -16 | 0 | -1.1 | -3 | i | -19 | -4 | -0.2 | -4
COc1ccc(NS(=O)(=O)c2cccc(C(=O)N(C)Cc3cccs3)c2)cc1 | -3 | -3 | 10 | -0.5 | -2 | i | -5 | 1 | -0.4 | 2
Cc1ccccc1OCC(=O)Nc1nnc(C2CCCCC2)s1 | -13 | 15 | -2 | -0.6 | 1 | i | 2 | 8 | -0.8 | 0
O=[N+]([O-])c1ccc(N/N=C/c2cn(Cc3ccc(F)cc3)c3ccccc23)nc1 | 21 | 6 | -100 | 10.0 | 8 | i | -10 | 5 | -0.2 | 1
O=C(NCC1CCCCC1)c1ccc(F)c(S(=O)(=O)N2CCOCC2)c1 | 3 | -4 | -7 | -0.6 | -5 | i | 3 | 3 | -0.4 | -3
COc1cccc(C#Cc2c(CO)[nH]c3ccccc23)c1 | 6 | 22 | -47 | 0.0 | 5 | i | -2 | -7 | -0.4 | 0
C/C(=N\O)c1ccco1 | 0 | -5 | -4 | -1.4 | -3 | i | 3 | 10 | 0.2 | -3
O=S(=O)(Nc1ccon1)c1ccc(Br)cc1 | -5 | -8 | 7 | -1.5 | 1 | i | 3 | 1 | -0.2 | 0
Cc1ccc2cc(C(c3nnnn3C3CCCC3)N3CCN(c4ccccc4)CC3)c(=O)[nH]c2c1 (stereo not drawn) | 17 | 0 | -4 | -0.2 | -2 | i | -17 | -8 | -0.5 | 6
Cc1nc2c(-c3ccc(F)cc3)c(C)nn2c(C)c1CCC(=O)NCc1ccco1 | -4 | -6 | 2 | 1.7 | 7 | i | 2 | -3 | -0.7 | 0
